# TcdB inh = blocks C. difficile toxin B glycohydrolase activity; 350,000 tested, 0.24% active; TcdB glycohydrolase enzymatic assay, plate reader; P18177; inhibition, % at 9.99 µM; AID 652162; in the data active means inhibition above about 10%
# Target sequence (P18177 whole entry, looked up): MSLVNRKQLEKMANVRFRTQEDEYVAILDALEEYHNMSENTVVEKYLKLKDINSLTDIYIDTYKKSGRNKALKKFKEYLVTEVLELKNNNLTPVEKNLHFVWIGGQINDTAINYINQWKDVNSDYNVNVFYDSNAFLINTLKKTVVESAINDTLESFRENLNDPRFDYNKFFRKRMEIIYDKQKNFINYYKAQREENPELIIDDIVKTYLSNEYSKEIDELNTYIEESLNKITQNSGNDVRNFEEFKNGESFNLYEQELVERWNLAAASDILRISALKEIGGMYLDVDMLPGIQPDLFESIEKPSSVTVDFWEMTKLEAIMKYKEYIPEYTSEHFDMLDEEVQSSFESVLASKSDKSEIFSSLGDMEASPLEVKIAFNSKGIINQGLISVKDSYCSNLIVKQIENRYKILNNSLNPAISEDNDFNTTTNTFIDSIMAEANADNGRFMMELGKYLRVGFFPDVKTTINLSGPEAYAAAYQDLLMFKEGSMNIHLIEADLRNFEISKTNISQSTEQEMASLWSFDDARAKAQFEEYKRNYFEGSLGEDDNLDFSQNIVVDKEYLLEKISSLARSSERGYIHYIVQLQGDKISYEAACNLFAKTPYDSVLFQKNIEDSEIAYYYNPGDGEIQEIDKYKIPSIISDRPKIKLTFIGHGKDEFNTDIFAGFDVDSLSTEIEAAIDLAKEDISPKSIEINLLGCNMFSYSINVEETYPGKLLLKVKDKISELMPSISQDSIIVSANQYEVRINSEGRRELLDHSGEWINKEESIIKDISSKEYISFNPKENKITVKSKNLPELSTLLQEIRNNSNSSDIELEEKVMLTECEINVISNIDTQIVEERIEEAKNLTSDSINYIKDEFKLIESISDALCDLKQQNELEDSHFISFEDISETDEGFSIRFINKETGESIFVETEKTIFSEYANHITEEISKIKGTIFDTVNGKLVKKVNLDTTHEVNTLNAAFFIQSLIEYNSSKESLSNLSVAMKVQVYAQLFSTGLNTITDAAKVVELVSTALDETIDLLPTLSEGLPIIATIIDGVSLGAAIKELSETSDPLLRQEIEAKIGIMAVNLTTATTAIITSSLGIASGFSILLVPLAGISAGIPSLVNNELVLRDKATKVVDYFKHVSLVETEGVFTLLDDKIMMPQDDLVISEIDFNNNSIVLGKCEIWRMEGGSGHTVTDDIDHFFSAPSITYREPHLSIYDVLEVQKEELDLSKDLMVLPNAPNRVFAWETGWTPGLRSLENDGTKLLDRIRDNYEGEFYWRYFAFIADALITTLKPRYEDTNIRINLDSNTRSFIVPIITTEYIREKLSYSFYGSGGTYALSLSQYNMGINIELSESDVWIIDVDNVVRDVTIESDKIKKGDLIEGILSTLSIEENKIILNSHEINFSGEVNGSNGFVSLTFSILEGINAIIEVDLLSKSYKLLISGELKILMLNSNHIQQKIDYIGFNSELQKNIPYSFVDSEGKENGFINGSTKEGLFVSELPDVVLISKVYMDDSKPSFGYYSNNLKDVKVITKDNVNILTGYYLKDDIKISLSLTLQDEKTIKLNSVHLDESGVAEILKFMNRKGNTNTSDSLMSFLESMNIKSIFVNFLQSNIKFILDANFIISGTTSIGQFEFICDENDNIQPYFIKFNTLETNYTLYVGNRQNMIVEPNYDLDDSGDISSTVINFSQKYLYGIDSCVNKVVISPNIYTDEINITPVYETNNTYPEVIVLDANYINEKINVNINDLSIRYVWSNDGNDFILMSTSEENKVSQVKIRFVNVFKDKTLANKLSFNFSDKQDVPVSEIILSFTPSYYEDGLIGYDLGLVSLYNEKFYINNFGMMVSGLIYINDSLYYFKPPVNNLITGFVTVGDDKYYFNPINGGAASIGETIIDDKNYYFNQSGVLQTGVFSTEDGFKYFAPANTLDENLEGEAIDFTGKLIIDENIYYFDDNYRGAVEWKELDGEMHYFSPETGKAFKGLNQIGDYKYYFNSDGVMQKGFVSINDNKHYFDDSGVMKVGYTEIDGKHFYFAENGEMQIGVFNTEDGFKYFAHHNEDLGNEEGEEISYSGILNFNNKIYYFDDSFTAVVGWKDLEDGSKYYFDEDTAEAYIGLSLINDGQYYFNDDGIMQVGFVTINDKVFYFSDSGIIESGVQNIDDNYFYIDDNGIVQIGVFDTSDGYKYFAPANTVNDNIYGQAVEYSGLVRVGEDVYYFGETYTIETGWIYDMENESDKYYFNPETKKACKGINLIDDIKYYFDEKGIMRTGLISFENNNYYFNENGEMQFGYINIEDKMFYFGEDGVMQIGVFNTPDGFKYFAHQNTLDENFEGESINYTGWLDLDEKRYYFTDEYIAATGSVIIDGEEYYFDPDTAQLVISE
# FadD28 FP inh = blocks FadD28 binding to the bisubstrate probe | fluorescence polarization | inhibition, % at 12.5 µM | 360,000 tested, 0.22% active | AID 588549; in the data active means inhibition above about 8.5%, passing the limit was not always enough; inconclusive means no clear call, values can overlap the other calls
# PfHsp40 rescue = restores yeast growth despite PfHsp40 toxicity | AID 504582 | growth rescue, % at 12.5 µM | S. cerevisiae expressing PfHsp40, growth rescue, ATP luminescence | 340,000 tested, 0.68% active; in the data active means growth rescue above about 28%, passing the limit was not always enough; inconclusive means no clear call, values can overlap the other calls;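 further: yeast W303a lacking pdr1 and pdr3 grown in galactose medium; growth measured after three days at 30 °C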
# PrPC surface inh = inhibitors of human cell surface prion protein PrPC. P04156. 370,000 tested, 0.43% active. inhibition, % at 13.8 µM. TR-FRET read-out; in the data active means inhibition above about 24%; further: 0% = median of the test wells and 100% = reference compound wells
# BoNT-F LC inh = inhibitors of Botulinum neurotoxin F light chain protease; inhibition, % at 10 µM; AID 588497; Multiplex microsphere protease cleavage assay, flow cytometry; 360,000 tested, 0.22% active; in the data active means inhibition above about 35%, passing the limit was not always enough; inconclusive means no clear call, values can overlap the other calls; further: plate controls were buffer without enzyme for full effect and enzyme alone for no effect
# Y pestis TopoI = inhibitors of Yersinia pestis topoisomerase I. Y. pestis Topo-I cleavage product accumulation, plate reader. activity, % at 10 µM. 360,000 tested, 0.064% active. AID 504884; in the data active means activity above about 50%, passing the limit was not always enough; inconclusive means no clear call, values can overlap the other calls; further: inactives centre near 2
# BoNT A protease = inhibitors of Botulinum neurotoxin A light chain protease; inhibition, % at 10 µM; 360,000 tested, 0.17% active; multiplex microsphere protease substrate cleavage, flow cytometry; further: plate controls were buffer without enzyme for full effect and enzyme alone for no effect
# CCHFV vOTU inh = blocks the CCHF virus ovarian tumor domain protease; CCHFV vOTU protease, Pep-AMC fluorescence; inhibition, % at 11.5 µM; 370,000 tested, 0.55% active; in the data active means inhibition above about 30%; further: 0% = vehicle wells with enzyme and 100% = no enzyme wells
# Anthrax LF inh2 = blocks Bacillus anthracis lethal factor protease | P15917 | multiplex microsphere protease cleavage assay, LF | inhibition, % at 10 µM | 360,000 tested, 0.12% active | AID 588501; further: plate controls were buffer without enzyme for full effect and enzyme alone for no effect
# Numbers without * were called inactive; ? = inconclusive; · = not tested or not shown. Unless noted, no stated cut-off is given here; in the data, active means inhibition above about 30%; inconclusive means no clear call, values can overlap the other calls; inactive means below that.
SMILES,TcdB inh,FadD28 FP inh,PfHsp40 rescue,PrPC surface inh,BoNT-F LC inh,Y pestis TopoI,BoNT A protease,CCHFV vOTU inh,Anthrax LF inh2
N#Cc1ccccc1NC(=O)c1ccccc1OCC(=O)NCc1ccco1,0.4,-2.4,1.8,·,3,2,4.6,·,-7
CCCCCn1c(=O)c(C(=O)Nc2ccccn2)c(O)c2ccccc21,0.0,-1.8,1.2,0,3,-3,-0.3,3,0
CCCC[C@@H]1CNC(=O)C(=O)N1CC1CCCCC1,-0.9,·,·,2,8,·,1.3,-7,2
CC(C)S(=O)(=O)C1=NSC2=NC(=O)/C(=C\c3ccc(-c4ccccc4)o3)C(=N)N21,·,-12,-1.1,-3,19,1,3.4,-10,0
Cc1ccc(N(C)C(=O)Oc2cccc3cccnc23)cc1,·,-2.9,0.2,10,4,-1,0.8,11,3
CCCCN1Cc2ccccc2Oc2cc(Br)ccc2S1(=O)=O,-4.9,-2.4,1.3,13,-14,16,-0.2,13,-4
CCc1cc(C(=O)Cc2nc3ccccc3[nH]2)c(O)cc1O,·,-0.8,-0.6,-2,-9,-10,0.3,9,2
COc1cccc(-c2nnn(C/C(N)=N/O)n2)c1,1.2,-0.3,1.2,-3,3,-2,0.4,9,0
CCOC(=O)N1CCC(N2CCN(S(=O)(=O)c3ccc([N+](=O)[O-])cc3)CC2)CC1,1.4,-2.8,-0.1,-32,2,1,-0.4,-2,-5
COc1ccc(Nc2cc(Nc3cccc(OC)c3)ncn2)cc1,0.2,·,2.8,13,?,1,-0.4,23,-17
Cc1cc(C)c(S(=O)(=O)N2CCC(C(N)=O)CC2)cc1C,·,-0.8,-0.4,0,-6,-2,0.7,-13,-1
COc1ccc(CNC(=O)CN2c3ccccc3S(=O)(=O)c3ccccc32)cc1,0.7,-0.3,-0.4,-5,6,1,1.5,15,-1
Cc1ccc(S(=O)(=O)N2CCOCC2)cc1C(=O)NCCCn1ccnc1,·,-0.8,1.1,-8,18,6,0.6,4,3
C1CN(P2(N3CC3)=NP(N3CC3)(N3CC3)=NP(N3CC3)(N3CC3)=N2)CCO1 (stereo not given),0.4,-3.2,·,-4,3,-5,0.4,9,-1
CCOC(=O)c1c(N)n(CCOC(=O)c2cccs2)c2nc3ccccc3nc12,·,-1.0,-1.1,6,-10,16,1.9,-29,-1
CCOc1ccccc1N1CCN(C(=O)CNC(=O)c2ccccc2F)CC1,-0.2,-2.5,0.6,4,3,-5,2.6,-20,0
Cc1cc(C)nc(SCc2nnc(SCC(=O)Nc3nccs3)n2Cc2ccco2)n1,·,-13,0.0,12,14,19,1.0,18,7
CCOc1cc(C(=O)NC(=S)Nc2nc(C)cc(C)n2)cc(OCC)c1OCC,2.1,1.7,-3.0,13,-16,26,-2.8,-3,2
CCOc1ccccc1NC(=O)/C(C#N)=C/c1cccnc1,-0.3,1.4,-1.2,1,-4,-9,-2.6,-12,0
COc1ccc(Nc2ccc3c(c2)=NC2(CCCCC2)[N+]=3[O-])cc1,·,-1.2,0.0,-25,-12,-6,0.3,19,-10
CC(OC(=O)Cn1c(C(F)(F)F)nc2ccccc21)C(=O)N1CCCc2ccccc21 (stereo not given),·,-0.3,-1.0,2,-3,-8,-0.7,7,0
CCOc1ccc(CN(C)CC(O)COC(c2ccc(OC)cc2)c2ccc(OC)cc2)cc1 (stereo not given),0.2,-3.6,-0.7,-8,-4,2,-0.7,9,-2
Fc1ccc(-c2nnc(CSc3nnc(-c4cccs4)o3)o2)cc1,·,-0.1,1.3,-15,-5,11,-0.2,12,-6
Cc1cccn2c(=O)c(/C=C(\C#N)C(=O)NCc3ccco3)c(N3CCCCC3)nc12,-0.5,-7.4,-1.5,-9,-1,7,0.6,-9,-1
CCC1(CC)NC(=O)N(CC(=O)OCC(=O)NC(=O)c2ccc(Cl)cc2)C1=O,-0.7,0.3,0.1,7,-1,-4,-0.7,6,-3

# Structural class: the compounds so far containing fluorine.
SMILES,TcdB inh,FadD28 FP inh,PfHsp40 rescue,PrPC surface inh,BoNT-F LC inh,Y pestis TopoI,BoNT A protease,CCHFV vOTU inh,Anthrax LF inh2
CCOc1ccccc1N1CCN(C(=O)CNC(=O)c2ccccc2F)CC1,-0.2,-2.5,0.6,4,3,-5,2.6,-20,0
CC(OC(=O)Cn1c(C(F)(F)F)nc2ccccc21)C(=O)N1CCCc2ccccc21 (stereo not given),·,-0.3,-1.0,2,-3,-8,-0.7,7,0
Fc1ccc(-c2nnc(CSc3nnc(-c4cccs4)o3)o2)cc1,·,-0.1,1.3,-15,-5,11,-0.2,12,-6

# Some of the entries so far, as tab-separated lines.
smiles	TcdB inh	FadD28 FP inh	PfHsp40 rescue	PrPC surface inh	BoNT-F LC inh	Y pestis TopoI	BoNT A protease	CCHFV vOTU inh	Anthrax LF inh2
COc1ccc(Nc2cc(Nc3cccc(OC)c3)ncn2)cc1	0.2	·	2.8	13	?	1	-0.4	23	-17
Cc1cc(C)c(S(=O)(=O)N2CCC(C(N)=O)CC2)cc1C	·	-0.8	-0.4	0	-6	-2	0.7	-13	-1

# The main list resumes with the three entries that preceded the break.
SMILES,TcdB inh,FadD28 FP inh,PfHsp40 rescue,PrPC surface inh,BoNT-F LC inh,Y pestis TopoI,BoNT A protease,CCHFV vOTU inh,Anthrax LF inh2
Fc1ccc(-c2nnc(CSc3nnc(-c4cccs4)o3)o2)cc1,·,-0.1,1.3,-15,-5,11,-0.2,12,-6
Cc1cccn2c(=O)c(/C=C(\C#N)C(=O)NCc3ccco3)c(N3CCCCC3)nc12,-0.5,-7.4,-1.5,-9,-1,7,0.6,-9,-1
CCC1(CC)NC(=O)N(CC(=O)OCC(=O)NC(=O)c2ccc(Cl)cc2)C1=O,-0.7,0.3,0.1,7,-1,-4,-0.7,6,-3
CCN1CCN(C(=O)C2CC(=O)N(c3ccc(Cl)cc3)C2)CC1 (stereo not given),-7.4,-2.9,-0.8,0,18,-5,0.4,8,-1
CN1CCN(S(=O)(=O)c2ccc(NC(=S)NC(=O)c3ccccc3)cc2)CC1,·,-1.5,-0.6,0,?,-4,-0.2,13,2
CC(C)N(C(=O)[C@H]1C[C@H](CC(=O)NCc2ccco2)C(=O)N2CCc3c([nH]c4cc(-c5ccco5)ccc34)[C@]12C)C(C)C,2.6,0.1,2.5,8,-6,36,-1.4,4,-8
COc1ccc(N(C(=O)CNC(=O)c2ccco2)C(C(=O)NC2CCCC2)c2ccc(C)o2)cc1 (stereo not given),0.9,-0.2,-1.3,0,-11,4,-1.3,2,-2
CCCCC1(CCO)C(=O)NC(=S)NC1=O,1.6,-4.5,-0.5,-3,0,-6,-0.3,4,-2
O=C1CC(Cc2ccccc2)C(=O)N1CCc1ccc2c(c1)OCO2 (stereo not given),·,0.1,0.1,6,-1,2,0.2,-2,0
O=C(N/N=C/c1cc([N+](=O)[O-])cc(Br)c1O)C12CC3CCC(CC(C3)C1)C2,1.4,-2.4,0.3,-6,3,-5,-0.3,-15,0
CC1(C)Cc2noc(N)c2C(C)(C)N1OC(=O)c1ccco1,·,0.7,-1.2,-9,1,-1,-0.1,9,0
COc1ccc(NC(=O)c2ccccc2SC)cc1OC,·,0.5,0.8,-1,5,-7,0.2,11,2
CCn1c(NCCCO)nc2c(c1=O)C(C)(CC)Cc1ccccc1-2 (stereo not given),-1.2,-4.7,2.3,17,-6,21,-0.6,-165,-5
Cc1ccc(N=Cc2nc(-c3ccc(C)cc3)oc2O)cc1,1.1,-0.7,-1.3,-5,-18,2,-1.5,5,1
N#Cc1ccc(N2CCNCC2)c(F)c1,·,-3.9,0.5,-4,0,-7,0.5,1,2
O=c1c2ccccc2sn1-c1nccs1,0.1,0.1,-0.6,0,20,-8,102*,0,-4
CC1CN(C2CCCCC2)c2nc3c(c(=O)n(C)c(=O)n3C)n2C1 (stereo not given),·,0.2,-0.9,4,0,6,0.4,9,-3
O=C(c1cc(-c2ccccc2)nn1CC1CC(c2cccnc2)=NO1)N1CCOCC1 (stereo not given),·,0.5,-0.1,-6,1,6,-0.5,-1,-6
O=S1(=O)CCN2C(=N1)Sc1c2ccc2c1CCCC2,0.5,0.2,20,-4,4,-2,2.2,2,-1
CCOC(=O)C1(Cc2ccccc2C(F)(F)F)CCN(CCCn2cccn2)CC1,1.6,-3.1,-1.0,3,-5,13,-2.0,-6,-7
COc1ccc(/C=C/C(=O)N(CC(C)C)C2CCS(=O)(=O)C2)cc1 (stereo not given),0.8,-2.5,-1.7,-7,·,-2,·,-2,·
O=C(NNC(=O)c1ccc2ncccc2c1)c1ccc(Cl)cc1,0.5,0.8,-1.0,9,4,2,0.1,-2,4
COc1ccc2sc(-c3ccc(S(C)(=O)=O)cc3)c(C#Cc3cncn3C)c2c1,0.0,1.1,-1.6,-21,-1,1,4.8,5,-3
CC[C@]12C(=O)N(C)C[C@H]([C@@H]3C(=O)N(Cc4ccccc4)C(=O)[C@@H]31)N2C(=O)c1ccccc1,-0.5,-3.2,0.9,-6,3,8,0.1,-2,4
CN(C)S(=O)(=O)c1cc(NC(=O)CN2CCc3ccccc32)ccc1Cl,0.3,-2.6,0.3,7,-11,-13,-0.4,10,-6
CN(C)c1ccc(/C=N/NC(=O)c2ccnn2C)cc1,0.1,-3.6,1.8,-2,2,3,0.0,6,2
Cc1cc(=O)n(-c2ccccc2)n1-c1ccccc1,·,-1.7,0.1,-4,8,-3,-0.2,-8,0
CCCNS(=O)(=O)c1cc2c3c(c1)CCN3C(=O)CC2,1.1,-1.7,-0.6,0,5,1,-0.6,-3,1

# Next section:
SMILES,TcdB inh,FadD28 FP inh,PfHsp40 rescue,PrPC surface inh,BoNT-F LC inh,Y pestis TopoI,BoNT A protease,CCHFV vOTU inh,Anthrax LF inh2
O=S(=O)(NCc1ccco1)c1cccc(S(=O)(=O)N2CCOCC2)c1,·,-1.0,-1.6,4,8,-6,-0.1,-3,-1
O=C1NC(=S)N/C1=C/c1ccc2c(c1)OCO2,-4.5,-1.8,·,2,20,3,0.9,19,-2
Cn1c(=O)c2[nH]c(N=NN3CCCCC3)nc2n(C)c1=O,1.1,-4.1,0.9,-10,-5,-5,-0.4,-2,-1
CNc1nc(NCc2cccc(OC)c2)c2sccc2n1,1.0,-1.4,·,11,-6,1,-0.3,-11,-4
CC(C)NC(=O)NC(=O)COc1cccc2c1OC(C)(C)C2,·,0.6,-1.4,1,-6,-2,-0.4,6,-4
CCCNC(=O)C1(C)CCCN(CCOc2ccccc2)C1 (stereo not given),-1.2,-2.3,·,-3,6,2,-0.3,-3,-7
O=C(NC(=S)N1CCCC(C(F)(F)F)C1)c1ccc(F)cc1 (stereo not given),-1.1,-0.3,-0.2,-5,5,2,1.9,4,1
COC(=O)C(Cc1ccccc1)NC(=O)CC(C)CC(=O)Nc1ccc(C)cc1 (stereo not given),5.6,0.2,-0.5,-6,12,10,-2.6,-16,3
CCOc1ccc(C(=O)CCC(=O)O)cc1,0.3,-0.7,1.0,·,-2,1,0.3,·,-1
Cc1cccc(N2CC(C(=O)NC3CCCCCC3)CC2=O)c1C (stereo not given),0.5,-1.8,-0.7,-2,-16,1,-1.9,25,?
Cc1ccc(CC(=O)NC2CCCc3ccccc32)cc1C (stereo not given),0.8,0.0,1.7,-2,12,19,-2.4,5,-3
CCOC(=O)c1csc(-c2ccc([N+](=O)[O-])cc2)n1,1.5,-0.2,-1.8,-36,1,5,0.2,2,1
COc1ccc(C=O)cc1OC1C=CCCC1 (stereo not given),1.0,-3.4,-0.7,7,-22,12,-3.3,5,1
COc1cccc(NC(=O)CN2CCN(C(=O)c3ccco3)CC2)c1,0.3,-1.0,0.5,-4,-4,-2,-1.1,-1,-4
C/C(=N\Nc1ccc(C)c(Cl)c1)c1ccncc1,2.2,-0.3,0.3,-3,-10,-7,-0.5,18,-3

# Random excerpt: 2 entries already listed, in no set order.
SMILES,TcdB inh,FadD28 FP inh,PfHsp40 rescue,PrPC surface inh,BoNT-F LC inh,Y pestis TopoI,BoNT A protease,CCHFV vOTU inh,Anthrax LF inh2
O=C(NC(=S)N1CCCC(C(F)(F)F)C1)c1ccc(F)cc1 (stereo not given),-1.1,-0.3,-0.2,-5,5,2,1.9,4,1
Cn1c(=O)c2[nH]c(N=NN3CCCCC3)nc2n(C)c1=O,1.1,-4.1,0.9,-10,-5,-5,-0.4,-2,-1
